Assay outcomes from PubChem BioAssay.
Tau fluor counter – counter-screen for tau fibril formation inhibitors | hit rate 0.93% among 280,000 | Potency, µM (highest dose often 57.7 µM), for inactives: at the top dose activity change, negative = decrease | tau K18 P301L Alexa594 fluorescence, heparin fibrillization | AID 1463; note: % is set by controls: 0 for no effect and ±100 for the full control effect; nearly all actives have a fitted effect of over 55% in size
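Human tau K18 P301L (15 uM unlabeled, 0.24 uM Alexa 594-labeled) in 100 mM sodium acetate pH 7 with 20 uM heparin, 6 hr at 37 C. ThT 30 uM added, 1 hr ambient; Alexa 594 FP and total fluorescence read at 555/632 nm.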
NPSR antag – neuropeptide S receptor (human) antagonism, cAMP; Potency, µM (titrated, usually from 38.3 µM), for inactives: at the highest dose activity change, negative = inhibition, most hits filed as inhibitors; CHO-NPSR cells, cAMP TR-FRET, antagonist mode; hit rate 1% among 220,000; note: % is set by controls: 0 for no effect and ±100 for the full control effect; nearly all actives have a fitted effect of over 50% in size; many of its hits are not listed in these tables
Target sequence (Q6W5P4 whole entry, looked up): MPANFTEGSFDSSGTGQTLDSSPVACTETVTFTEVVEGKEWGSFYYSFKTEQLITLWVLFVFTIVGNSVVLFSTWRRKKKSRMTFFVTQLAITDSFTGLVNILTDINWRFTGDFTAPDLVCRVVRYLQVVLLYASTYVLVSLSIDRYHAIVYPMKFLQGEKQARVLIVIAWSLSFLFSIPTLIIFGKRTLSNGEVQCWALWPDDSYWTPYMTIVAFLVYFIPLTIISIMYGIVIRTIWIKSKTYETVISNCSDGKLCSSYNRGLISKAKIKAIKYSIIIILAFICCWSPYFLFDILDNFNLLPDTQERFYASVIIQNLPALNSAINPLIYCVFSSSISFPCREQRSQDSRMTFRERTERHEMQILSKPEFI
aGlu spleen mod – inhibits or activates alpha-glucosidase in human spleen homogenate; P10253; human spleen homogenate, 4-MU-alpha-glucoside fluorescence; AID 2112; Potency, µM (highest dose often 79.9 µM), for inactives: at the highest dose activity change, negative = inhibition, usual class: inhibitors; hit rate 0.006% among 240,000;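 note: 0% = enzyme with vehicle and -100% = no enzyme basal signal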
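Enzyme source: human spleen homogenate, 1 ug/well. Buffer 50 mM citric acid/K phosphate pH 5.0, 0.01% Tween-20. 4-MU-alpha-glucoside 1 mM; 37 C x 40 min; NaOH/glycine stop; fluorescence.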
GAA inh – alpha-glucosidase (human) inhibition. P10253. purified human GAA, 4-MU-alpha-glucoside fluorescence. Potency, µM (titrated, usually from 76.9 µM), for inactives: top-dose activity change, negative = inhibition, most hits filed as inhibitors. hit rate 0.005% among 200,000;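 note: plate controls were uninhibited enzyme wells for no effect and no-enzyme background for full effect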
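Read-out is 4-methylumbelliferone fluorescence (Ex 365/Em 440 nm) after NaOH/glycine stop at pH 10. Enzyme 4 nM, substrate 400 uM, pH 5.0 citrate buffer, 20 min room temperature; AC50 from Hill-equation concentration-response.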
GAA glycogen – inhibitors or activators of human alpha-glucosidase glycogen cleavage | recombinant GAA, glycogen substrate, Amplex Red glucose oxidase fluorescence | AID 2100 | hit rate 0.38% among 300,000 | Potency, µM (highest dose often 76.4 µM), for inactives: at the top dose activity change, negative = inhibition, usual class: inhibitors | P10253;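 note: 0% = full enzyme reaction and -100% = no-enzyme basal signal; the screen sought inhibitors and activators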
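qHTS, 1536-well; enzyme 4 nM final; cpd up to 77 uM; substrate bovine liver glycogen 30 ug; 50 mM citrate/phosphate pH 5.0, 0.01% Tween-20; 37 C, 40 min; Amplex Red detection 45 min RT; Hill fit → AC50.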
aGal spleen mod – inhibits or activates alpha-galactosidase in human spleen homogenate; human spleen homogenate, 4MU-alpha-Gal fluorescence, 40 min; Potency, µM (series often up to 80 µM), inactives show at the top dose activity change, negative = inhibition, most hits filed as inhibitors; hit rate 0.008% among 240,000;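 note: 0% = enzyme with vehicle and -100% = no enzyme basal signal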
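Human spleen homogenate (1 ug) was the enzyme source, with 4-methylumbelliferyl-alpha-D-galactopyranoside (1 mM final) in pH 5.0 citrate buffer with 0.01% Tween-20. Compounds were titrated; after 40 min at 37C, NaOH/glycine stop, 4-MU fluorescence read; AC50 from Hill fits.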
Epigenetic derep – epigenetic control regulation, reporter derepression | murine LDR cells, GFP reporter derepression, 30 h | Potency, µM (series often up to 53.9 µM), inactives show top-dose GFP activation, actives largely listed as activators | hit rate 0.2% among 280,000 | AID 1865; note: % of control where 0% means no effect; nearly all actives have a fitted effect of over 60% in size
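GFP-positive cell count by laser-scanning cytometry (objects 20–120 um) after 30 h, 37 C compound exposure of murine LDR cells; reporter is CMV-GFP integrated at a silenced locus, inducible by HDAC or DNMT inhibitors.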
ALDH1A1 block – inhibitors of human aldehyde dehydrogenase 1A1; P00352; Potency, µM (titrated, usually from 75.3 µM), for the others: at the top dose activity, negative = inhibition, hits mostly inhibitors; hit rate 7.3% among 220,000; AID 1030; Purified ALDH1A1, NADH fluorescence, propionaldehyde substrate; active = well fitted inhibition curve with a large enough effect, not every such curve was filed as active; inconclusive = small, poorly fitted or top-dose-only effect, or another doubt; inactive = no such curve, though single readings can be large or run the other way;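 note: plate controls were no enzyme wells and a reference inhibitor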
Target sequence (P00352 whole entry, looked up): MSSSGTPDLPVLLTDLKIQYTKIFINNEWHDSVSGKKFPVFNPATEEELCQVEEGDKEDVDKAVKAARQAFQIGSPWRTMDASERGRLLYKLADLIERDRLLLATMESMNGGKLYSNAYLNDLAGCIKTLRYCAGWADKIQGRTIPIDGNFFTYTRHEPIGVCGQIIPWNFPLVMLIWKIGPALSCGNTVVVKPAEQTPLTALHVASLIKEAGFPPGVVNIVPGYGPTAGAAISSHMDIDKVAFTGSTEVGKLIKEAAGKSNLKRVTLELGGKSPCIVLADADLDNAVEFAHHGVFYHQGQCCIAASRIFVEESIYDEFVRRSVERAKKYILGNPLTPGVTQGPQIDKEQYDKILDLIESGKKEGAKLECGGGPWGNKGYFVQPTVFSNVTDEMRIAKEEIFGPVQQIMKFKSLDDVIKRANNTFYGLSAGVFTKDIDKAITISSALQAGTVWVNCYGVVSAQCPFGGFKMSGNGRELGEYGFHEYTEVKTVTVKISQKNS
Active calls of the source: *; ? = inconclusive; / = not tested or not shown; & = joins results of further samples; [ ] = dose if it differs, or a comment. Unless noted, calls come from the whole dose curve; as a rule, active = well fitted curve in the direction sought with a large enough effect; inconclusive = small, poorly fitted or top-dose-only effect, or another doubt; inactive = no such curve, though single readings can be large; an effect the other way counts as inactive or inconclusive. Potency is the fitted concentration of half-maximal effect. This is a subset (hit frequency here may not be typical).

SMILES	Tau fluor counter	NPSR antag	aGlu spleen mod	GAA inh	GAA glycogen	aGal spleen mod	Epigenetic derep	ALDH1A1 block
Cn1c(=O)cc(OCC(=O)N2CCCc3ccccc32)c2ccccc21	6%	-15%[46.1 µM]	-4%	-1%	7%	6%	-1.1%	?
Cc1cc(C)n2c3c(c(C#N)c2n1)CCCC3	3%	-2%[46.1 µM]	5%	-2%	-3%	7%	0.0%	?
NC(=O)C1CCN(C(=O)CCSc2ccccc2)CC1	-4%	11%[46.1 µM]	-3%	-1%	-1%	-2%	2.4%	?
CCOC(=O)c1csc(NC(=O)CSc2nnc(C3CC3)n2C)n1	-1%	-5%[46.1 µM]	0%	10%	-6%	5%	0.0%	0%
CC(C)(C)c1nc2scc(-c3ccc(Br)cc3)c2c(=O)o1	-9%	3%	2%	2%	-14%	5%	1.1%	0%
COc1ccccc1C(=O)NNC(=O)C(=O)NCc1ccccc1	-1%	-4%	4%	7%	-6%	3%	-1.1%	-2%
CC1CCN(c2ccc(S(=O)(=O)Nc3cc(C(=O)O)cc(C(=O)O)c3)cc2[N+](=O)[O-])CC1	-18%	-22%[46.1 µM]	-6%	-5%	-6%	-6%	-0.9%	5%
O=C(CC12CC3CC(CC(C3)C1)C2)NC(=S)NCc1ccccc1	-10%	-24%[46.1 µM]	4%	-3%	-9%	0%	-0.9%	1%
COc1cc(OC)cc(C(=O)Nc2cccnc2)c1	-4%	6%	/	-11%	5%	5%	1.2%	-2%
Cc1ccc(C)c(OCC(=O)N/N=C/c2c(C)nn(-c3ccccc3)c2Cl)c1	-17%	-16%[46.1 µM]	-3%	3%	-2%	-2%	-2.6%	4%
CCOc1ccccc1Oc1c(C)oc2cc(OC(=O)N3CCOCC3)ccc2c1=O	-3%	1%[46.1 µM]	7%	6%[15.4 µM]	-3%	3%	1.7%	6%
CC1Cc2ccccc2N1C(=S)NC(=O)c1cccc(Br)c1 (configuration not stated)	-16%	-5%	-1%	2%	7%	0%	0.0%	?
O=C(O)CC1=C(O)C(=O)N(c2ccccc2)C1c1ccc(Br)cc1 (configuration not stated)	1%	2%[46.1 µM]	-3%	0%	25µM*	-13%	1.1%	8%
COc1ccc([N+](=O)[O-])cc1NC(=O)Cc1ccccc1Cl	-11%	-5%	-2%	-9%	11%	-18%	-0.8%	-8%
C=CCSc1nnc(CSc2nc3sc4c(c3c(=O)[nH]2)CCCC4)n1-c1ccccc1	2%	?	3%	13%	-2%	-6%	-1.8%	?
C/C(=N\Nc1ccccn1)c1ccc(OC(F)F)cc1	-24%	-19%	0%	-9%	?	-2%	-0.1%	2%
Cc1ccc(Cc2nnc3n(-c4cccc(C)c4)nc(C(=O)c4ccccc4)n3c2=O)cc1	-7%	-3%[46.1 µM]	-5%	-4%	-3%	0%	-2.0%	5%
COc1ccc(NC(=O)c2ccc3c(c2)NC(=O)CS3)cc1S(=O)(=O)Nc1ccc(Br)cc1	?	-19%	6%	5%	17%	-1%	2.2%	10µM*
O=C(c1ccc(COc2ccc(Cl)cc2)o1)N1N=C(C(F)F)CC1(O)C(F)F (configuration not stated)	-16%	-27%	-13%	-4%	-3%	-2%	-0.9%	-1%
CCOc1ccc(NC(=O)CC2C(=O)N(c3cccc(OC)c3)C(=O)N2CCOC)cc1 (configuration not stated)	-18%	6%	4%	/	-9%	23%	0.0%	/
CCN=C(Nc1ccc2c(c1)OCO2)SC1CC(=O)N(c2ccccc2F)C1=O (configuration not stated)	-24%	-17%[46.1 µM]	8%	0%	-7%	8%	0.8%	18µM*
O=c1[nH]c(CN2CCN(S(=O)(=O)c3ccc4ccccc4c3)CC2)nc2ccccc12	0%	-26%	-9%	-11%	-2%	12%	-2.2%	12%
CCOc1cc(/C=N/NC(=O)c2ccc(=O)n(C)c2)ccc1O	-7%	14%	-1%	/	-26%	0%	-0.1%	2%
COCC(=O)N1CCCC(C(=O)c2ccc(-c3ccccc3)c(F)c2)C1 (configuration not stated)	-7%	-3%	-3%	3%	-1%	-2%	2.5%	-10%
CCOC(=O)C1CCN(C(=O)c2cccc(S(=O)(=O)Nc3ccc(C)cc3C)c2)CC1	-3%	-20%	-3%	0%	-13%	14%	1.3%	?

Next entries follow.
SMILES	Tau fluor counter	NPSR antag	aGlu spleen mod	GAA inh	GAA glycogen	aGal spleen mod	Epigenetic derep	ALDH1A1 block
COc1ccc(S(=O)(=O)N(CCCN2CCCC2=O)Cc2cc3cc(C)c(C)cc3[nH]c2=O)cc1	3%	?	-4%	-1%	5%	-1%	-0.7%	?
N#Cc1ccc(C(=O)Nc2ccc(S(=O)(=O)NC3=NCCCCC3)cc2)cc1	-17%	-9%[46.1 µM]	1%	0%	2%	8%	-1.6%	?
CCOc1cc(/C=N/Nc2nc(N3CCCC3)nc(N3CCCC3)n2)ccc1O	?	13µM*	-3%	-14%	?	3%	-1.0%	1%
CC(=O)OCC[n+]1c(C)n(-c2ccccc2)c2ccc(Cl)cc21	6%	13%	-4%	-4%	-5%	1%	-3.5%	3%
Cn1c(SCC(=O)NC2CCCCC2)nnc1-c1cccc(N)c1	-1%	0%[46.1 µM]	12%	2%	10%	12%	-2.0%	4%
O=C(NCCc1ccncc1)Nc1ccc(Cl)c(Cl)c1	-11%	-6%	-16%	1%	-6%	11%	-4.2%	10%
COc1ccc(C2Nc3ccccc3C(=O)N2Cc2ccco2)cc1CN1C(=O)c2ccccc2C1=O (configuration not stated)	-14%&-19%	?	0%&-5%	?	-1%&-5%	5%&-9%	-0.4%&-0.4%	-8%
O=C(Nc1cc(Cl)ccn1)C1(c2ccccc2)CC1(Cl)Cl (configuration not stated)	?	?	-7%	5%[15.4 µM]	-7%	-3%	0.8%	4%
O=C(Nc1cccc(Cl)c1)c1cc([N+](=O)[O-])ccc1N1CCN(CCO)CC1	-7%	10µM*	-2%	-1%	3%	-6%	1.1%	-8%
CSCCC1NC(=O)NC1=O (configuration not stated)	2%	-4%[46.1 µM]	4%	-5%	0%	-3%	0.6%	3%
CC(C)CC(c1nnnn1C1CCCC1)N1CCN(c2ccccc2F)CC1 (configuration not stated)	0%	?	-2%	?	-2%	-12%	14%	?
CC1=C(C(=O)OCC(C)C)[C@]23C(=O)c4ccccc4[C@@]2(O1)OC(N)=C3C#N	-17%	-20%[46.1 µM]	-3%	2%	-3%	8%	3.5%	3%
O=C(COC(=O)c1cc(S(=O)(=O)N2CCOCC2)ccc1O)NCC1CCCO1 (configuration not stated)	1%	-8%[46.1 µM]	-6%	-2%	-6%	-8%	-2.2%	?
CC1(C)CC(=O)C2=C(C1)N(c1cccnc1)C(N)=C(C#N)C2c1cccs1 (configuration not stated)	-20%	-8%	1%	0%	-22%	-4%	-1.0%	22µM*
COc1ccc2nc(NC(=O)CSc3nc(SC)ns3)sc2c1	?	-20%[46.1 µM]	-3%	-1%	-2%	3%	2.3%	-13%
COc1ccc(C2CC(c3cccs3)=NN2C(=O)CSC2=NN3CCCC(=O)N=C3S2)cc1 (configuration not stated)	-8%	-2%[46.1 µM]	-26%	2%	3%	-5%	2.3%	?
O=C(COc1ncnc2ccccc12)Nc1ccc(S(=O)(=O)N2CCOCC2)cc1	-7%	26%	-1%	/	-3%	7%	3.8%	/
CCC(=O)N1CCc2cc(S(=O)(=O)NCCCOC)ccc21	0%	2%[46.1 µM]	10%	-4%	-4%	15%	-4.5%	20µM*
C=CCCN(C1CCCC1)S(=O)(=O)c1ccccc1Br	-10%	-42%	-6%&4%	/	-7%	3%&4%	2.4%	/
COC(=O)c1cccc(NC(=O)C(C)(C)C)c1	-10%	-21%	9%	/	9%	7%	-1.0%	/
COc1cc2cc(C(c3nnnn3C(C)(C)C)N3CCC(C)CC3)c(=O)[nH]c2cc1OC (configuration not stated)	-13%	-17%[46.1 µM]	12%	9%	-3%	12%	0.7%	?
O=C(c1ccccc1)N1C(=O)C(c2ccccc2)Oc2ccccc21 (configuration not stated)	-15%	-5%	14%	/	-4%	9%	0.0%	/
O=C(c1csc2c1CCCCC2)N1CCN(c2ncccn2)CC1	8%	-9%[46.1 µM]	-9%	2%	8%	-3%	0.9%	20µM*
NC(=O)COC(=O)c1ccc(Cl)c(S(=O)(=O)N2CCN(c3ccc(F)cc3)CC2)c1	?	8%	-16%	-10%	-16%	1%	?	6%
CCCn1nc2cc(C(=O)NCc3ccccc3)ccc2c1OCC	0%	-16%[46.1 µM]	-22%	-15%	15%	-17%	-2.3%	?
COc1cccc(OCCCCN2CC(C)OC(C)C2)c1 (configuration not stated)	4%	-2%[46.1 µM]	-5%	2%	-5%	-5%	3.5%	-1%
CCOc1ccc(NC(=O)N[C@@H](CCSC)C(=O)OC)cc1	-8%	2%[46.1 µM]	4%	3%[15.4 µM]	3%	6%	-3.6%	3%
C=C(C)Cn1c(CCNC(=O)CCC)nc2ccccc21	-3%	-4%[46.1 µM]	-9%	-1%	1%	0%	-1.1%	8%
CC1=C(C)C(=O)OC(C(C)C2CCC3C4CC=C5CC(OC6OC(COC7OC(CO)C(O)C(O)C7O)C(O)C(O)C6O)CC(O)C5(C)C4CCC23C)C1 (configuration not stated)	-2%	-21%	5%	/	-1%	4%	1.5%	-1%
O=C(CCC1CCCN(C(=O)Cc2cccc(F)c2)C1)N1CCN(c2ccccn2)CC1 (configuration not stated)	7%[2.34 µM]	-9%	2%	7%	4%	8%	2.2%	-9%

Whole records, quoted from the list:
`CC1(C)CC(=O)C2=C(C1)N(c1cccnc1)C(N)=C(C#N)C2c1cccs1` (configuration not stated) as listed: Tau fluor counter: -20%; NPSR antag: -8%; aGlu spleen mod: 1%; GAA inh: 0%; GAA glycogen: -22%; aGal spleen mod: -4%; Epigenetic derep: -1.0%; ALDH1A1 block: 22µM*
`COc1ccc2nc(NC(=O)CSc3nc(SC)ns3)sc2c1` as listed: Tau fluor counter: ?; NPSR antag: -20%[46.1 µM]; aGlu spleen mod: -3%; GAA inh: -1%; GAA glycogen: -2%; aGal spleen mod: 3%; Epigenetic derep: 2.3%; ALDH1A1 block: -13%
